High-throughput results as filed in PubChem.
PLK1 PBD inh – Plk1 (human) PBD binding inhibition. P53350. Plk1 PBD phosphopeptide binding, fluorescence polarization. inhibition, %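 (tested at about 20 µM)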. 97,000 compounds, 0.13% hits. AID 693; in the data active means inhibition above about 34%, passing the limit was not always enough
PLK1 inh – PLK1 (human) kinase inhibition; recombinant PLK1 kinase, TR-FRET peptide phosphorylation; inhibition, % at 10 µM; 97,000 compounds, 0.53% hits; AID 619;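 active means inhibition of 50% or more in the single-concentration screen; inactive means inhibition below 50%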;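 further: 0% = DMSO max control and 100% = H-89 dihydrochloride min control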
CYP2C19 inhib – blocks human cytochrome P450 2C19 | 96,000 compounds, 21% hits | inhibition, % at 5 µM | P33261 | CYP2C19 Supersomes, luciferin-H EGE luminescence, 30 min;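 active means CYP2C19 inhibition above a set limit at 5 µM in the primary screen, cut at about 50% in these data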;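 further: plate controls were negative control wells for no effect and 2.5 mM tranylcypromine positive control for full effect; values of inactives mirror those of a sister screen read the other way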
Target sequence (P33261 whole entry, looked up): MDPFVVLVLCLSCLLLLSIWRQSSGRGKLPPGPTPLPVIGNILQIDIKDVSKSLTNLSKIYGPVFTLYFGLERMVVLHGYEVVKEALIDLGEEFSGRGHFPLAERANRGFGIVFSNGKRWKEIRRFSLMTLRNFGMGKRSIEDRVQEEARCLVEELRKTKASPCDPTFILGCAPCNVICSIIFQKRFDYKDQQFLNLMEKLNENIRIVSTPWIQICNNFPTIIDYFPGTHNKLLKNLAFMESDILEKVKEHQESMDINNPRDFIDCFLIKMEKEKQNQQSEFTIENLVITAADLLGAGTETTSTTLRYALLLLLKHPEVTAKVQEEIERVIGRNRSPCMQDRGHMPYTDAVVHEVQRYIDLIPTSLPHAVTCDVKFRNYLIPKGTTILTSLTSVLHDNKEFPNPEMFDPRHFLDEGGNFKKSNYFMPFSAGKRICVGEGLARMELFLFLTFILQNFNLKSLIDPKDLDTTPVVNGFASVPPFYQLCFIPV
HIV Rev-RRE inh – disrupts HIV-1 Rev binding to RRE RNA; 97,000 compounds, 0.79% hits; inhibition, % at 8 µM; Rev peptide-RRE RNA binding, FRET;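 active means inhibition above the screen-wide mean plus 3 SD, cut at about 35% in these data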;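 further: 0% = median DMSO wells and 100% = median Neomycin B control wells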
Target sequence (P05866 whole entry, looked up): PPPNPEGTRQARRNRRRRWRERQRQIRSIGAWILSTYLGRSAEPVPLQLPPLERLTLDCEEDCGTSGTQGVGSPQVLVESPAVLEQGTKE
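Probe or stimulus: fluorescein-Rev peptide as binding partner; assay system: Cy5-tagged RRE RNA duplex with fluorescein-tagged Rev peptide; timing: 5 min compound–RNA preincubation, then 15 min with peptide, 25 °C; medium: HEPES pH 7.5 buffer with KCl, MgCl2, NaCl and EDTA; signal: fluorescein-to-Cy5 FRET, 480 nm excitation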
CYP2C9 activ – CYP2C9 (human) activation. P11712. recombinant CYP2C9, luciferin-H conversion, luminescence; hits give high values; factor 1 = untreated enzyme, 0 = blocked. activation factor at 5 µM. 96,000 compounds, 1.4% hits;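 active means activation factor of 2 or more for CYP2C9 at a 5 µM dose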;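 further: 0 = sulfaphenazole-blocked wells and 1 = vehicle-only wells; values of inactives mirror those of a sister screen read the other way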
Target sequence (P11712 whole entry, looked up): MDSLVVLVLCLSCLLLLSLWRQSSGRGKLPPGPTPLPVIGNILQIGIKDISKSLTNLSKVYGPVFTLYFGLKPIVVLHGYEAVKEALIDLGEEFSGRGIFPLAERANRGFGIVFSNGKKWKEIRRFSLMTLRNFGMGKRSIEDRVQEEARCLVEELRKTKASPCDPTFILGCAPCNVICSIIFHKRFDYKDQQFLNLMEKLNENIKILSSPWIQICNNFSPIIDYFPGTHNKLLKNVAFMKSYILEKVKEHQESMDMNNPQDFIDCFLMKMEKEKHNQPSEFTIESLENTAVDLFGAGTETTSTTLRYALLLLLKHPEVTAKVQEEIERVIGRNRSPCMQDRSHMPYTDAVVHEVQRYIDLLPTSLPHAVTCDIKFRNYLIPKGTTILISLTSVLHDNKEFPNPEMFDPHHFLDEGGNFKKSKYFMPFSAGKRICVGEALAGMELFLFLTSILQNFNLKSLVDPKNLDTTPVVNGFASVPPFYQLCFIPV
CYP2C19 activ – cytochrome P450 2C19 (human) activation | recombinant CYP2C19, luciferin-H EGE luminescence; hits give high values; 0 = fully inhibited enzyme, 1 = untreated enzyme | 96,000 tested, under 10 active | P33261 | activation factor at 5 µM;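 active means activation factor of at least 2 at 5 µM in the primary screen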;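 further: 0 = wells with 2.5 mM tranylcypromine and 1 = vehicle-only wells; values of inactives mirror those of a sister screen read the other way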
EphB4 ephrin blk – blocks human EphB4 binding to ephrin-B2. P54760. EphB4 LBD / TNYL-RAW-Alexa532 peptide, fluorescence polarization. 97,000 compounds, 0.15% hits. inhibition, % at 7 µM. AID 720;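 active means inhibition above the screen-wide mean inhibition plus 3 SD, cut at about 15% in these data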;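 further: 0% = DMSO wells and 100% = excess unlabeled TNYL-RAW peptide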
CYP2C9 inh – inhibitors of human CYP2C9 | CYP2C9 Supersomes, luciferin-H conversion, luminescence | inhibition, % at 5 µM | 96,000 compounds, 20% hits;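 active means blocking of liver enzyme CYP2C9 beyond about 50% at 5 µM, limit read from the data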; further: values of inactives mirror those of a sister screen read the other way
PLAP act – human PLAP activation | activation fold at 20 µM | 96,000 compounds, 1.2% hits | purified PLAP enzyme, luminescent substrate read-out; hits give high values; in the data active means activation fold above about 2
Numbers without * were called inactive; / = not tested or not shown. Compounds as they come (roughly 29% active in at least one column).

SMILES | PLK1 PBD inh | PLK1 inh | CYP2C19 inhib | HIV Rev-RRE inh | CYP2C9 activ | CYP2C19 activ | EphB4 ephrin blk | CYP2C9 inh | PLAP act
CCc1nc(N)c(C#N)c(-c2ccncc2)c1C | 0.5 | -4.6 | 99.8* | 8.5 | 0.3 | 0 | -0.5 | 72.7* | 1
COC(=O)c1c(C(=O)OC)c(-c2ccc(C)cc2)n2c1CS(=O)(=O)C2 | 29.1 | -40.3 | -5.6 | 3.1 | 1 | 1.1 | -4.6 | -4.9 | 0.9
CCOC(=O)COn1c(-c2cccc(Cl)c2)nc2ccc([N+](=O)[O-])cc21 | -5.7 | 4.9 | -2.9 | 1.1 | 1 | 1 | -1.5 | 2.9 | 1
CCCn1c(SCC(=O)N2c3ccccc3CC2C)nnc1-c1ccco1 (stereo unspecified) | 13.8 | -12.4 | / | 8.7 | / | / | -4.6 | / | /
Cn1nnc2cc(C(=O)N3CCC(c4ccccc4)C3)ccc21 (stereo unspecified) | 7.7 | -5.9 | 79.7* | 4.5 | 0.7 | 0.2 | 6.8 | 25.3 | 1.1
O=C(Nc1ccc2c(c1)OCCO2)c1ccc(Br)c(S(=O)(=O)N2CCOCC2)c1 | 31.5 | -2.6 | 81.5* | 7.2 | 0.5 | 0.2 | 5.2 | 53.4* | 1.1
Cc1ccc2c(c1)nnn2C1CCN(S(=O)(=O)c2ccc3ccccc3c2)CC1 | -18.0 | -9.2 | / | -7.3 | / | / | 2.4 | / | /
Cc1ccc2[nH]cc(CCNC(=O)Nc3ccccc3)c2c1 | -0.6 | 7.0 | 97.1* | 5.2 | 0.5 | 0 | 2.9 | 53.5* | 0.7
CCOC(=O)C1=C(C)Nc2nc(SCC(=O)OC)nn2C1c1cc(F)cc(F)c1 (stereo unspecified) | -11.1 | -10.7 | 6.6 | 5.9 | 0.9 | 0.9 | -1.7 | 12.3 | 1.1
S=C(c1ccc(-c2ccc(Cl)cc2)o1)N1CCCCC1 | -1.4 | -9.1 | 92.3* | 4.7 | 0.2 | 0.1 | 3.7 | 80.2* | 0.7
O=C(O)CCCCc1nc2ccccc2s1 | 6.3 | 2.0 | -6.9 | 9.1 | 1 | 1.1 | 8.0 | 2.4 | 1
OC(c1ccc(OCc2ccccc2)cc1)c1nnc(-c2ccccc2)o1 (stereo unspecified) | -0.1 | -0.1 | 4.1 | 16.3 | 1.1 | 1 | -3.0 | -5.7 | 0.8
CCC(C)NC(=O)c1cnn2c(C)c3c(nc12)CCCC3 (stereo unspecified) | 18.2 | -6.7 | 2.3 | 4.7 | 1.1 | 1 | -0.4 | -11.6 | 1.2
O=C(NC1CCCCCCC1)c1ccc2c(c1)OCO2 | 6.2 | -0.2 | 31.3 | 0.4 | 0.9 | 0.7 | 1.7 | 7.6 | 0.9
CCOc1ccccc1CN1CCN(S(C)(=O)=O)CC1 | 21.4 | 3.1 | 31.6 | 5.3 | 1.1 | 0.7 | 5.4 | -9.6 | 1
O=C1CCC(=O)N1CCC(c1ccc(F)cc1)c1ccco1 (stereo unspecified) | 16.9 | -11.6 | 3.2 | 8.1 | 1.5 | 1 | 2.8 | -45.7 | 1.5
Cc1cc(NC(=O)CCOc2ccccc2)no1 | -17.2 | -2.0 | 25.8 | 2.6 | 0.8 | 0.7 | -0.2 | 18.1 | 0.8
Cc1nc2ccc(NS(=O)(=O)c3c(C)c(C)cc(C)c3C)cc2s1 | -14.6 | -10.2 | 35.0 | 0.1 | 0.3 | 0.7 | 0.8 | 74.0* | 1.2
COc1cccc(C(=O)O/N=C/c2ccc(Sc3ccc(C)cc3)nc2)c1 | -14.3 | -10.9 | 9.7 | 3.8 | 0.8 | 0.9 | -0.4 | 19.0 | 0.8
COc1ccc(-c2nnco2)cc1OC | 0.2 | -6.2 | 11.8 | 4.6 | 1.1 | 0.9 | 0.0 | -14.9 | 1
COC(=O)c1ccccc1NC(=O)N1CCN(S(=O)(=O)c2ccc(Cl)cc2)CC1 | -16.8 | 3.4 | 18.2 | 9.3 | 1.1 | 0.8 | 8.9 | -10.0 | 0.8
CC1CCCCC1n1c(=S)[nH]c2ccccc2c1=O (stereo unspecified) | 11.7 | -6.4 | 72.0* | 3.8 | 0.8 | 0.3 | 0.4 | 20.1 | 1
Cc1nc(SCC(=O)NC(C)c2ccccc2)c2oc3ccccc3c2n1 (stereo unspecified) | -10.5 | -4.8 | 64.2* | 2.0 | 0.2 | 0.4 | 0.0 | 80.5* | 1.4
COc1ccc(S(=O)(=O)n2ccc(C(C)Oc3ccc(-c4ccccc4)c(F)c3)n2)cc1 (stereo unspecified) | 4.8 | -3.1 | 17.0 | 13.3 | 0.1 | 0.8 | -0.4 | 91.9* | 0.8
COC(=O)C1=CN(C(C)C)C=C(C(=O)OC)C1c1cc2c(cc1Br)OCO2 | -5.6 | -6.1 | 59.8* | 5.7 | 0.7 | 0.4 | -0.5 | 25.9 | 0.9
CCc1nnc(NC(=O)CSc2nnc(CSc3nc(C)cc(C)n3)o2)s1 | -8.0 | -12.4 | 2.5 | 3.0 | 0.8 | 1 | 1.0 | 20.6 | 1.1
O=C(CCl)Nc1ccccc1Sc1ccc(Cl)cc1 | -1.5 | -8.8 | 9.1 | 1.6 | 0.8 | 0.9 | -0.6 | 15.0 | 1.1
CC1CCN(CCCNC(=O)COc2cc(=O)n(C)c3ccccc23)CC1 | -1.1 | -4.2 | -5.2 | -2.3 | 0.9 | 1.1 | -2.3 | 6.6 | 1.1
CC(=O)Nc1cccc(NC(=O)c2c(-c3ccccc3Cl)noc2C)c1 | / | / | 25.8 | / | 0.8 | 0.7 | / | 21.0 | 1
CCOC(=O)c1cnc2ccc(C)cc2c1Sc1ccc(F)cc1 | -14.9 | -1.9 | 0.8 | 20.4 | 0.6 | 1 | -6.1 | 41.5 | 1.1
CCn1c(Cc2ccccc2)nnc1SCC(=O)Nc1ccc(C)cc1 | -14.2 | -14.7 | / | 8.1 | / | / | -6.2 | / | /
O=S(=O)(Nc1cccc2cccnc12)c1ccc(S(=O)(=O)N2CCCC2)cc1 | 17.9 | -3.5 | 45.4 | 2.7 | 0.7 | 0.5 | -1.5 | 30.2 | 1.1
CCOc1cc(-c2conc2N)cc(OCC)c1OCC | 16.7 | -10.7 | / | 3.9 | / | / | 8.7 | / | /
NC[C@@]12CCCC1C1CCC2C1 (stereo partly specified) | / | / | -11.7 | / | 1.1 | 1.1 | / | -14.4 | 0.8
O/N=C/c1cc(Cl)ccc1OCc1cccc2ccccc12 | -2.5 | -9.8 | 52.7* | 25.1 | 0.2 | 0.5 | -0.6 | 76.0* | 0.5
COc1ccc2nc(SCc3cccnc3)c(C#N)cc2c1 | -7.4 | -5.6 | 39.2 | -0.2 | 0.5 | 0.6 | -4.0 | 49.3 | 1
CCOc1nnnc2c1sc1nc(N3CCOCC3)c3c(c12)CC(C)(C)OC3 | -13.0 | -28.6 | / | 6.8 | / | / | -0.1 | / | /
O=C(Nc1ccc2oc(-c3ccccc3)nc2c1)c1cccs1 | -17.5 | -12.3 | / | 5.2 | / | / | 4.1 | / | /
CC(=O)NN1C(=O)/C(=C\c2ccccc2)SC1=S | -3.7 | -2.7 | 42.4 | 0.2 | 0.9 | 0.6 | -8.9 | 14.1 | 1.3
O=C(O)c1ccc(CNc2ccccc2C(=O)O)cc1 | -7.5 | -12.6 | -1.5 | -0.8 | 1 | 1 | -4.0 | -0.3 | 1
Nc1nc(SCC(=O)NCc2ccccc2)n[nH]1 | -3.5 | -15.2 | -5.3 | 5.9 | 1.1 | 1.1 | -8.7 | -11.6 | 1
Cc1ccc(-c2cc(C(F)F)nc(NCc3cccnc3)n2)cc1 | -6.6 | -0.7 | / | 5.1 | / | / | 0.2 | / | /
CC(C)[C@H](Nc1nc(-c2ccccc2)nc2c1oc1ccccc12)C(=O)O | 19.9 | 14.2 | 4.3 | -4.3 | 1.1 | 1 | -2.8 | -10.3 | 1.1
CC(Nc1cc(N2CCCC2)ccc1[N+](=O)[O-])c1ccccc1 (stereo unspecified) | -6.9 | -8.4 | -3.8 | 7.8 | 0.9 | 1 | 5.6 | 7.2 | 1
Cc1ccc(CCn2c3c(c4ccccc42)CN(C)CC3)cn1 | / | / | 7.8 | / | 1.3 | 0.9 | / | -27.5 | 1.5
Cc1nc2nc(C)c(CCC(=O)Nc3ccc4c(c3)OCO4)c(C)n2n1 | -11.8 | 4.5 | -6.5 | 3.0 | 1 | 1.1 | -6.5 | 4.2 | 1
COC(=O)[C@H](CCSC)NC(=O)NCc1ccccn1 | 25.4 | -6.4 | 7.2 | 4.3 | 1.1 | 0.9 | 3.7 | -5.2 | 1
Cn1c(=O)c2c(nc(N3CCNCC3)n2Cc2cccc3ccccc23)n(C)c1=O | 15.7 | -4.2 | -12.3 | 3.9 | 1.1 | 1.1 | -11.7 | -7.6 | 1.5
CCC1=Nc2cc(C(=O)NCCCOC)ccc2Sc2ccccc21 | -1.9 | -10.4 | 54.4* | 0.0 | 0.6 | 0.5 | 2.3 | 39.9 | 2*
COc1ccc(-c2cc(-c3ccc(F)cc3)nc(N3CCN(C)CC3)n2)cc1 | -24.7 | 0.1 | / | 8.4 | / | / | 0.9 | / | /
CCOC(=O)c1c(Nc2nc(C)c(C(=O)NC)s2)sc(C)c1C | -13.4 | -1.9 | 39.7 | 1.8 | 0.4 | 0.6 | 0.7 | 64.8* | 1.4
CC(C)CC(C(=O)O)N(Cc1ccccc1)Cc1ccccc1 (stereo unspecified) | 2.5 | -5.1 | / | -2.8 | / | / | -3.5 | / | /
CC(Oc1ccc(-c2ccccc2)c(F)c1)c1ccn(S(=O)(=O)c2ccc(Br)cc2)n1 (stereo unspecified) | 0.1 | -11.3 | 58.5* | 10.5 | 0.3 | 0.4 | -0.5 | 71.3* | 0.8
Cn1c(SCc2ccccc2Cl)nc(C(F)(F)F)cc1=O | -15.8 | -3.1 | -2.8 | 2.7 | 0.9 | 1 | -6.3 | 13.7 | 0.9
O=C(O)C1CC(c2ccccc2)=NO1 (stereo unspecified) | -9.4 | 2.6 | -3.5 | 6.1 | 0.9 | 1 | -2.4 | 6.8 | 1.2
O=c1c2cc(N3CCOCC3)ccc2[nH]c(=S)n1CC1CCCO1 (stereo unspecified) | / | / | 14.7 | / | 0.4 | 0.9 | / | 62.4* | 1.2
Cc1cc(C(=O)COc2cccc(-n3cnnn3)c2)c(C)n1-c1ccccc1 | -7.8 | -4.9 | 86.1* | 5.9 | 0.8 | 0.1 | 5.8 | 22.1 | 1.2
O=C(NCCc1ccccc1)c1ccc(-n2cnnn2)cc1 | -28.7 | -3.2 | 8.4 | 5.7 | 1 | 0.9 | -4.3 | -3.6 | 1

One compound at a time, as listed above. Values in the order: PLK1 PBD inh, PLK1 inh, CYP2C19 inhib, HIV Rev-RRE inh, CYP2C9 activ, CYP2C19 activ, EphB4 ephrin blk, CYP2C9 inh, PLAP act
Record of Cn1c(=O)c2c(nc(N3CCNCC3)n2Cc2cccc3ccccc23)n(C)c1=O : 15.7, -4.2, -12.3, 3.9, 1.1, 1.1, -11.7, -7.6, 1.5
Record of CCC1=Nc2cc(C(=O)NCCCOC)ccc2Sc2ccccc21 : -1.9, -10.4, 54.4*, 0.0, 0.6, 0.5, 2.3, 39.9, 2*
Record of CC(C)CC(C(=O)O)N(Cc1ccccc1)Cc1ccccc1 (stereo unspecified) : 2.5, -5.1, /, -2.8, /, /, -3.5, /, /
